From PubChem
PLAP inhibition: inhibition of human placental alkaline phosphatase – biochemical, luminescence, HTS (AID 690). purified PLAP, luminescent substrate; higher % means a stronger effect. inhibition, % at 20 µM, or IC50 in µM where a hit was titrated. 0.08% of 96,000 active; in the data active means a potency from the dose series; inactive means the rest, 99 in 100 with inhibition below about 30%; further: strong numbers were not always called active
IL1B NFkB inh: blocks IL-1B driven NFkB nuclear translocation in HUVEC cells | HUVEC IL-1B NFkB p65 nuclear translocation imaging | inhibition, % at 2 µM | 0.43% of 94,000 active | AID 796;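 active means inhibition above about 30% together with a positive call from visual inspection of the well image, limit read from the data; inconclusive means inhibition above a set limit but visual check negative; inactive means inhibition not above a set limit, visual check negative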;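 further: nuclear over cytoplasmic p65 intensity ratio measured by imaging; 0% = IL-1B stimulated DMSO wells and 100% = unstimulated DMSO wells; values of inactives mirror those of a sister screen read the other way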
MRP reversal: compounds reversing MRP-mediated drug resistance; H69AR cells + 2 uM doxorubicin, CellTiter-Glo, 72 h; differential viability (reversal), % at 10 µM; 0.04% of 85,000 active;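 active means viability drop by adding the cancer drug above about 55%, with treated viability meeting a 40% cutoff, limit read from the data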;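 further: viability without doxorubicin minus viability with 2 µM doxorubicin for each compound; larger differential means the compound sensitizes cells more to doxorubicin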
NFkB transloc pot: enhances IL-1B driven NFkB nuclear translocation; activation, % at 2 µM; 0.3% of 94,000 active; HUVEC IL-1B NFkB p65 nuclear translocation imaging; AID 819;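 active means activation above 40%, about the mean plus 3 SD, also judged a hit on visual image review; inconclusive means activation above 40% but not a hit on visual review; inactive means activation not above 40% and no visual hit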;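 further: percent activation is computed from the nuclear over cytoplasmic p65 intensity ratio; values of inactives mirror those of a sister screen read the other way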
Bcl-B displacement: displacers of TR3 peptide from Bcl-B, primary screen, selectivity assay for Bfl-1 inhibitor project, biochemical, fluorescence polarization; FP displacement of FITC-TR3 peptide from Bcl-B; higher % means a stronger effect; one-dose displacement, % at 20 µM; IC50 in µM for titrated hits; 0.11% of 96,000 active; AID 748;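 active means displacement above 50% at 20 µM plus a fluorescence interference ratio under 1.5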;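 further: plate controls were wells without compound for no effect and wells lacking Bcl-B protein for full effect; a part of the inactive calls stands beside numbers as strong as those of hits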
MRP reversal cytotoxicity: also measured in MRP reversal; calls as there; viability, %; H69AR cells, CellTiter-Glo, 72 h; measured here: cytotoxicity without doxorubicin
MRP reversal with doxorubicin: second read-out of MRP reversal, no call of its own (marks repeat the call); viability, %; measured here: viability with 2 uM doxorubicin; active compounds read low
IL1B NFkB inh cell count 2 µM: second read-out of IL1B NFkB inh, no call of its own (marks repeat the call); cell count; measured here: cells passing quality filter;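 raw number of nuclei counted in each imaged well without normalization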
NFkB transloc pot cell count 2 µM: second read-out of NFkB transloc pot, no call of its own (marks repeat the call); cell count; measured here: cells passing quality filter
Numbers without * were called inactive; ? = inconclusive; nt = no result given.

SMILES	PLAP inhibition	IL1B NFkB inh	IL1B NFkB inh cell count 2 µM	MRP reversal	MRP reversal cytotoxicity	MRP reversal with doxorubicin	NFkB transloc pot	NFkB transloc pot cell count 2 µM	Bcl-B displacement
CCCCOC(=O)Nc1ccc(N2CCOCC2)cc1	nt	-5	118	12	96	85	5	118	nt
COc1ccc(NC(=O)NCCCN2CCCC2=O)c(OC)c1	9%	-10	99	10	82	72	10	99	5%
CCCCNC(=O)CC1SC(=NCC)N(CC)C1=O (stereo not drawn)	-3%	-22	154	-2	100	102	22	154	0%
CN(C)S(=O)(=O)c1cc(C(=O)NCCCn2ccc3ccccc32)ccc1Cl	-32%	-6	135	-11	74	85	6	135	-2%
CCC(C)n1[nH]c(=O)cc1N (stereo not drawn)	9%	-15	184	0	96	96	15	184	-15%
CCOC(=O)C(=O)Nc1ccccc1C(=O)Nc1ccc(OC)cc1	10%	-4	157	6	105	99	4	157	-2%
Cc1ccc2nc(SCC(=O)NCC3CCCO3)c(C#N)cc2c1 (stereo not drawn)	13%	-11	213	-2	87	89	11	213	-15%
COC(=O)c1cc(OC)c(OC)cc1NC(=O)CN1CCCCC1	-5%	-21	111	8	95	87	21	111	-2%
Cc1ccc2nsnc2c1S(=O)(=O)N(Cc1cc2cccc(C)c2[nH]c1=O)CC1CCCO1 (stereo not drawn)	31%	-14	115	-4	10	14	14	115	5%
N#Cc1c(N)nc2c(c1-c1cccc(O)c1)CCCCCC2	-4%	-1	119	-29	59	88	1	119	-2%
O=C(Cc1ccc(F)cc1)N(c1ccc(F)cc1)C1C=CS(=O)(=O)C1 (stereo not drawn)	4%	0	133	14	94	80	0	133	-2%
N#CC1=C(SCc2ccccc2)NC(=O)C(C#N)C12CCCC2 (stereo not drawn)	-1%	18	105	15	84	70	-18	105	-8%
CCN(C(=O)CSc1ncn[nH]1)c1cccc2ccccc12	-129%	-6	119	6	103	97	6	119	12%
CN(C)c1nc(SCc2ccccc2Cl)nc2c1CCCC2	2%	0	103	nt	nt	nt	0	103	-2%
CN1CCN(C2CC(=O)N(Cc3ccc(N4CCCC4=O)cc3)C2=O)CC1 (stereo not drawn)	-16%	1	180	-5	85	90	-1	180	11%
Cc1c(N=C/C=C2\N(C)c3ccccc3C2(C)C)c(=O)n(-c2ccccc2)n1C	2%	0	98	1	79	78	1	98	-24%
CCOC(=O)c1cc(-c2ccccc2)sc1NC(=O)C(C)Sc1nnnn1C (stereo not drawn)	-84%	-4	201	5	87	82	4	201	6%
CCOC(=O)N1CCN(C(=O)c2ccc(CS(=O)(=O)c3ccc(OC)cc3)o2)CC1	-17%	nt	nt	17	103	86	nt	nt	0%
CCN(CC)CCNC(=O)CS(=O)Cc1nc(-c2ccccc2Cl)oc1C (stereo not drawn)	-25%	10	124	10	106	96	-10	124	-1%
CCN(CC)S(=O)(=O)c1cccc2nsnc12	1%	-2	170	15	94	79	2	170	1%
COc1cccc(CN2CCN(CC(=O)Nc3ccccc3Cl)CC2)c1	-56%	4	104	-7	77	84	-4	104	11%
COc1ccc(C(=O)Nc2ccc(S(=O)(=O)N3CCc4ccccc43)cc2)cc1	nt	4	131	-23	43	66	-4	131	nt
CS(=O)(=O)Nc1ccc(N2CCCCC2)c(Cl)c1	-17%	8	124	14	107	92	-8	124	-8%
O=C(Nc1ccc(Cl)cn1)Nc1ccccc1F	nt	2	94	0	96	96	-2	94	nt
Oc1ccccc1-c1cc(-c2ccc3c(c2)OCCO3)n[nH]1	-94%	nt	nt	-10	17	27	nt	nt	4%
COc1ccc(CNC(=O)c2ccc(NC(=O)CC3SC(N4CCCC4)=NC3=O)cc2)cc1 (stereo not drawn)	-29%	10	136	nt	nt	nt	-10	136	-3%
COc1cc(C(=O)Nc2ccncc2)cc(OC)c1OC	-20%	-19	95	-5	77	82	19	95	6%
COc1ccc(-c2nnn(Cc3nn[nH]n3)n2)cc1OC	-14%	-2	92	-15	96	111	2	92	8%
O=C(CCn1nc(-c2ccc(Cl)cc2)ccc1=O)NCc1cccnc1	-9%	1	109	nt	nt	nt	-1	109	0%
Cc1ccc(C(=O)Nc2nc3ccccc3n3nnnc23)cc1	-13%	-2	151	8	90	82	2	151	-8%
CC1(O)CC(=O)N(c2ccccc2)O1 (stereo not drawn)	6%	4	98	20	93	73	-4	98	13%
Cc1ccc2c(c1)N(CC(=O)N1CCCc3ccccc31)C(=O)C(C)O2 (stereo not drawn)	23%	1	150	nt	nt	nt	-1	150	10%
O=C(COc1ccc(F)cc1)NC1CC1	5%	5	144	10	97	86	-5	144	-12%
Cc1cccc(-n2c(-c3ccncc3)n[nH]c2=S)c1	nt	13	74	0	88	87	-13	74	nt
COc1cc(C(=O)Nc2nc(-c3cccs3)cs2)cc(OC)c1OC	16%	nt	nt	-3	14	17	nt	nt	-10%
CCC(=O)N(CCCN(C)C)c1nc(-c2cc(OC)ccc2OC)cs1	-33%	5	147	14	79	65	-5	147	-1%
Fc1ccc2c(c1)C(c1ccc(N3CCOCC3)cc1)=NNC(c1cccs1)=N2	-41%	12	107	nt	nt	nt	-12	107	8%
COCCn1c(SCC(=O)OCc2ccccc2)nc2c1c(=O)[nH]c(=O)n2C	-8%	nt	nt	0	95	95	nt	nt	1%
c1ccc2oc(-c3ccc4nc[nH]c4c3)nc2c1	nt	52*	132*	2	82	80	-52	132	nt
O=C(Cc1c(F)cccc1Cl)Nc1cccnc1	-26%	-8	120	-3	92	95	8	120	-11%

The closing six entries of the section above open the next one:
SMILES	PLAP inhibition	IL1B NFkB inh	IL1B NFkB inh cell count 2 µM	MRP reversal	MRP reversal cytotoxicity	MRP reversal with doxorubicin	NFkB transloc pot	NFkB transloc pot cell count 2 µM	Bcl-B displacement
COc1cc(C(=O)Nc2nc(-c3cccs3)cs2)cc(OC)c1OC	16%	nt	nt	-3	14	17	nt	nt	-10%
CCC(=O)N(CCCN(C)C)c1nc(-c2cc(OC)ccc2OC)cs1	-33%	5	147	14	79	65	-5	147	-1%
Fc1ccc2c(c1)C(c1ccc(N3CCOCC3)cc1)=NNC(c1cccs1)=N2	-41%	12	107	nt	nt	nt	-12	107	8%
COCCn1c(SCC(=O)OCc2ccccc2)nc2c1c(=O)[nH]c(=O)n2C	-8%	nt	nt	0	95	95	nt	nt	1%
c1ccc2oc(-c3ccc4nc[nH]c4c3)nc2c1	nt	52*	132*	2	82	80	-52	132	nt
O=C(Cc1c(F)cccc1Cl)Nc1cccnc1	-26%	-8	120	-3	92	95	8	120	-11%
CC(=O)c1ccc(Nc2nc(C)nc3c2oc2ccccc23)cc1	15%	nt	nt	3	79	76	nt	nt	-13%
O=C(NCCN1CCOCC1)C1CCN(c2ncnc3c2sc2cccc(F)c23)CC1	-64%	9	152	nt	nt	nt	-9	152	-18%
Cc1cccn2c(=O)c3cc(C(=O)NCCCn4ccnc4)n(C)c3nc12	-22%	nt	nt	1	78	77	nt	nt	50%
COc1ccccc1N(CC(=O)NCC1CCCO1)C(=O)CCC(=O)Nc1nccs1 (stereo not drawn)	nt	-22	180	4	102	98	22	180	nt
O=C(Oc1cc(-c2ccccc2)no1)c1ccc(F)cc1	13%	nt	nt	-2	103	104	nt	nt	0%
CCOC(=O)COc1ccc(C2NC(C(=O)O)CS2)cc1 (stereo not drawn)	11%	nt	nt	1	100	99	nt	nt	-5%
Cc1c(C(=O)N(Cc2cccs2)C2CCS(=O)(=O)C2)oc2ccccc12 (stereo not drawn)	-48%	-12	183	-4	84	88	12	183	7%
CCCSCCCNC(=O)c1cc2c(s1)CS(=O)(=O)C2	-52%	-9	182	8	96	88	9	182	0%
CN1CCC(OC(=O)C23CCC(C)(C(=O)O2)C3(C)C)CC1 (stereo not drawn)	-29%	7	115	-8	89	97	-7	115	-6%
N#CCCCCN1c2cccc3cccc(c23)S1(=O)=O	-4%	-5	148	-7	76	83	5	148	5%
COc1ccc(-c2cc(-c3ccc(OC)cc3)c(C#N)c(SC)n2)cc1	nt	-1	115	-4	64	68	1	115	nt
C=CCn1c(SCC#N)nc2ccccc2c1=O	2%	2	185	3	86	83	-2	185	-4%
CC(C)C(=O)Nc1ccc2c(c1)oc1ccccc12	-10%	1	177	-7	55	62	-1	177	-7%
Cc1oc2cc3oc(=O)c4c(c3cc2c1C)CCC4	3%	-16	141	0	85	85	16	141	2%
CC1(C)NC(=O)N(CN2C(=O)NC(C)(C)C2=O)C1=O	25%	-13	155	nt	nt	nt	13	155	-1%
COC(=O)NCc1cc2cc(Cl)ccc2[nH]1	nt	8	107	-7	87	94	-8	107	nt
O=C(c1cccc(F)c1)N1CCN(C2CCCCC2)CC1	10%	8	153	nt	nt	nt	-8	153	7%
Cc1ccc(S(=O)(=O)n2nc(OC(=O)c3cccs3)cc2N)cc1	4%	-1	163	10	93	84	1	163	2%
COc1ccc(C(=O)Nc2ccc3c(c2)nc(CCNC(C)=O)n3C)cc1	14%	-5	162	5	91	86	5	162	8%
COc1ccc(NC(=O)c2ccccc2Cl)cc1NC(=O)CN1CCOCC1	-4%	-57	178	13	88	75	?	nt	-10%

Some values from above:
Reading of C=CCn1c(SCC#N)nc2ccccc2c1=O in NFkB transloc pot: -2
Reading of O=C(c1cccc(F)c1)N1CCN(C2CCCCC2)CC1 in NFkB transloc pot: -8
Reading of COc1ccccc1N(CC(=O)NCC1CCCO1)C(=O)CCC(=O)Nc1nccs1 (stereo not drawn) in IL1B NFkB inh cell count 2 µM: 180

Profiles as entered above. Values in the order: PLAP inhibition | IL1B NFkB inh | IL1B NFkB inh cell count 2 µM | MRP reversal | MRP reversal cytotoxicity | MRP reversal with doxorubicin | NFkB transloc pot | NFkB transloc pot cell count 2 µM | Bcl-B displacement
Shown for COC(=O)NCc1cc2cc(Cl)ccc2[nH]1 → nt | 8 | 107 | -7 | 87 | 94 | -8 | 107 | nt
Shown for COc1ccc(NC(=O)c2ccccc2Cl)cc1NC(=O)CN1CCOCC1 → -4% | -57 | 178 | 13 | 88 | 75 | ? | nt | -10%

More results
SMILES	PLAP inhibition	IL1B NFkB inh	IL1B NFkB inh cell count 2 µM	MRP reversal	MRP reversal cytotoxicity	MRP reversal with doxorubicin	NFkB transloc pot	NFkB transloc pot cell count 2 µM	Bcl-B displacement
CCC(=O)N1CCN=C1SCc1ccc(F)cc1	3%	-11	201	3	94	91	11	201	-5%
Cn1c(N)c(C(=O)COC(=O)Cc2ccsc2)c(=O)n(C)c1=O	-11%	nt	nt	nt	nt	nt	nt	nt	-2%
C=CCn1c(COc2ccc(Cl)cc2)nnc1SCC(=O)N/N=C/c1cccc(O)c1	11%	5	139	nt	nt	nt	-5	139	-8%
CCOc1ccccc1C1C(C(=O)Nc2ccccc2OC)=C(C)Nc2nnnn21 (stereo not drawn)	13%	nt	nt	9	88	79	nt	nt	2%
CCn1cc(C2=NOC(C(=O)Nc3ccc4c(c3)OCO4)C2)c(C)n1 (stereo not drawn)	-4%	-8	88	-11	87	98	8	88	0%
Cc1c(Cl)cccc1NC(=S)NNc1ncc(C(F)(F)F)cc1Cl	-7%	-16	182	-3	16	19	16	182	-1%
O=C(Nc1ccc2ccccc2c1)c1onc2c1CCCC2	-6%	8	108	nt	nt	nt	-8	108	2%
O=C(CC1Sc2ncnn2C1=O)Nc1ccccc1 (stereo not drawn)	11%	4	62	9	94	85	-4	62	3%
CCOC(=O)c1c(O)c2ccccc2n(-c2ccccc2)c1=O	9%	nt	nt	-2	102	104	nt	nt	-7%
C=CCC1c2cccc(C(=O)O)c2C(=O)N1c1cccc(C)c1 (stereo not drawn)	9%	-25	169	-2	89	91	25	169	-8%
CC(C)CCN1C(=O)c2ccc(C(=O)OCn3nnc4ccccc4c3=O)cc2C1=O	6%	-26	154	10	97	86	26	154	-2%

An excerpt, so the mix of outcomes need not match the whole.
